Source: PubChem BioAssay
b-catenin transl: alters nuclear translocation of beta-catenin in HeLa cells; immunofluorescence imaging; nuclear translocation activity, % at 5 µM; 0.3% of 190,000 active;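 active = nuclear translocation activity above 50% at 5 µM, with a well cell count of 50 or more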;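 also: per-cell ratio of nuclear to cytoplasmic median beta-catenin stain intensity; plate controls were DMSO negative control for no effect and GSK-3 inhibitor IX positive control for full effect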
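Test system: human HeLa cell line; Doses: 5 µM primary, 0.02–20 µM confirmation; Incubation: 24 h compound exposure, 37°C; Detection: beta-catenin immunofluorescence imaging with DAPI; Read-out: beta-catenin nuclear/cytoplasmic ratio, % activation.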
NOD1 NF-kB reporter: NOD1 signaling inhibitors, primary screen, cell-based, luminescence, uHTS (AID 1578) | NOD1-driven NF-kB luciferase reporter cells, luminescence; higher % means a stronger effect | one-dose inhibition, % at 4 µM; EC50 in µM for titrated hits | 1% of 290,000 active; in the data active = inhibition mostly above about 36%, no sharp cut-off; inactive = mostly below about 34%;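 also: HEK-293T reporter cells stimulated with the NOD1 agonist gamma-tri-DAP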
Autophagy mod: modulators of autophagy; MEF GFP-LC3 puncta imaging; test concentration mostly 10 µM; calls only at 10 µM (by protocol); 0.98% of 190,000 active; AID 463193;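 active = percentage of spot-positive cells more than 3 SD above its plate mean, without a fluorescence outlier flag or 80% toxicity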;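 also: spot-positive cell cutoff set from DMSO-treated cells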
Yfh1-off respiration: mitochondrial function rescue without frataxin homolog – Friedreich's ataxia, plus single-dose screen, dose response (AID 1465). S. cerevisiae Yfh1-off respiration, WST-1 reduction, 72 h; higher fold induction means a stronger effect. fold induction at 50 µM; hits with a dose series show EC50 in µM. 0.074% of 220,000 active;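 active = fold induction of absorbance versus untreated yeast above a set limit, then at least 30% activation at any dose in follow-up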;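 also: activators that raise dye reduction in frataxin-depleted yeast; strong numbers were not always called active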
P. falciparum M17LAP: P. falciparum M17LAP inhibitors, primary screen, biochemical, fluorogenic H-Leu-NHMec substrate, 1536-well (AID 1619) | recombinant M17LAP, H-Leu-NHMec fluorogenic kinetic assay; higher % means a stronger effect | inhibition, % at 30 µM; hits with a dose series show IC50 in µM | 0.38% of 220,000 active;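 active = compound inhibiting the enzyme by more than half at any dose during confirmatory dose-response retesting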;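 also: plate controls were full reaction with DMSO carrier for no effect and no enzyme background for full effect; strong numbers were not always called active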
Insulin prom up: MIN6 insulin promoter up-regulation; MIN6 insulin promoter-GFP reporter, high-content imaging; stronger effect = higher value; z-score at 5 µM; 0.3% of 190,000 active; AID 1625;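 active = z-score above 3 at 5 µM with at least 500 cells counted in the well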
NOD2 inhibition: NOD2 signaling inhibitors, cell-based, luminescence, uHTS, HEK293 (AID 1566). inhibition, % at 4 µM; hits with a dose series show EC50 in µM. 0.63% of 290,000 active. HEK293 NOD2/NF-kB luciferase reporter, luminescence; higher % means a stronger effect; in the data active = inhibition above about 50%; also: many of its hits are not listed in these tables
Dynein transport: blocks dynein driven cargo transport along microtubules; AID 1381; 3617.4 mouse cells, GR-EGFP nuclear translocation imaging; test concentration mostly 20 µM; stimulated with dexamethasone, 1 µM; stronger effect = lower value; z-score, hits read low; 0.47% of 220,000 active;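 active = plate z-score of nuclear minus cytoplasmic receptor signal below a set negative limit, without overly bright fluorescence or cell loss, cut at about -3.5 in these data, passing the limit was not always enough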;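 also: z-score of nuclear minus cytoplasmic ring GR-EGFP intensity difference per well; some compounds called inactive have numbers as strong as hits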
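Buffer or medium: tet-free medium with charcoal-stripped serum / Also added: dexamethasone agonist, 1.0 µM final, for 30 min / Timing: induction 48 h, compound 1 h, agonist 30 min / Measured by: high-content fluorescence imaging after fixation / Read-out: nuclear-to-cytoplasmic GR-EGFP distribution per well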
MT stabilizer: microtubule stabilization, imaging screen | HeLa tubulin immunostaining HCS, 24 h; share of cells brighter than vehicle mean+2SD | % tubulin-high responders, % at 10 µM | 0.83% of 200,000 active | AID 2205;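 active = plate Z-score above 3 for both tubulin-high and condensed-nucleus cell shares, with cell loss under 80%, at 10 µM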;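 also: anti alpha tubulin signal scored within the nucleus-defined area of each cell; some results filed as inactive read as strong as hits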
Dynein transport cytoplasmic EGFP: also measured in Dynein transport; calls as there; z-score; measured here: cytoplasmic GR-EGFP intensity; stronger effect = higher value
Dynein transport nuclear GR-EGFP: also measured in Dynein transport; calls as there; z-score; measured here: nuclear GR-EGFP intensity;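 lower value marks the stronger effect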
Dynein transport cell count: further read-out of Dynein transport, marked with its call; z-score; measured here: cell count per field
Insulin prom up cell count: further read-out of Insulin prom up, marked with its call; cell count; measured here: cytotoxicity, nuclei count;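 total cells summed across four imaged fields per well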
b-catenin transl cell count 5 µM: recorded beside b-catenin transl, whose call it bears; cell count; measured here: cell count, cytotoxicity flag
MT stabilizer Hoechst-high %: further read-out of MT stabilizer, marked with its call; % Hoechst-high responders; measured here: nuclear condensation Hoechst responders;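 share of cells brighter than vehicle mean plus two SD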
MT stabilizer cytotoxicity %: further read-out of MT stabilizer, marked with its call; toxicity, %; measured here: cytotoxicity by cell density;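 0% = mean cell density of plate MIN control wells and 100% = no cells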
Autophagy mod cell loss 18 h: recorded beside Autophagy mod, whose call it bears; toxicity, %; measured here: cell loss, nuclei count;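 cell loss after 18 h compound exposure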
* = called active by the depositor; i = inactive; . = no result given. Not all compounds are listed. The share of hits here may be higher or lower than overall.

SMILES	b-catenin transl	b-catenin transl cell count 5 µM	NOD1 NF-kB reporter	Autophagy mod	Autophagy mod cell loss 18 h	Yfh1-off respiration	P. falciparum M17LAP	Insulin prom up	Insulin prom up cell count	NOD2 inhibition	Dynein transport	Dynein transport cytoplasmic EGFP	Dynein transport nuclear GR-EGFP	Dynein transport cell count	MT stabilizer	MT stabilizer Hoechst-high %	MT stabilizer cytotoxicity %
COc1ccc(NC(=O)C2=C(C)NC(=S)NC2c2ccc(O)c(OC)c2)cc1 (stereo not given)	-0.8	1080	-36.2%	i	-3.4	i	3.5%	.	.	-12.0%	-0.541	-0.279	-0.224	1.03	1.5	2.0	2.3
CC(C)CNC(=O)c1ccccc1NC(=O)CN(c1ccc2c(c1)OCCO2)S(C)(=O)=O	-0.6	1123	-12.7%	i	-2.7	i	-1.2%	.	.	-1.3%	-0.293	-0.235	-0.256	1.3	1.3	1.0	4.7
CCOc1ccc(C2CC(c3ccc(OC)c(OC)c3)n3nc(N)nc3N2)cc1 (stereo not given)	0.3	1059	-16.9%	i	-2.8	i	-0.8%	.	.	-1.3%	1.24	-0.16	0.783	-0.246	2.8	0.8	6.2
Cc1ccc2c(C)c(C(=O)Nc3c(C)n(C)n(-c4ccccc4)c3=O)oc2c1	-6.1	939	-21.2%	i	-16.4	i	3.8%	0.44	1456	4.3%	0.121	-0.169	0.375	0.0456	2.4	1.5	2.2
O=C(NCCc1ccccc1)C1CCN(S(=O)(=O)c2cccs2)CC1	-1.8	722	15.7%	i	7.3	i	-3.0%	-0.65	1050	2.7%	-1.03	-0.187	-0.263	1.66	2.6	2.3	17.5
O=C(NCc1n[nH]c(=S)n1-c1ccc(Br)cc1)c1ccc(S(=O)(=O)N2CCCC2)cc1	-0.7	1125	-25.8%	i	-12.8	i	-2.1%	-0.45	1634	4.4%	-1.23	-0.219	-0.795	1.05	1.1	1.5	7.2
Cc1nc2ncnn2c(C)c1Cc1cccc(C(F)(F)F)c1	-2.0	1085	-6.6%	i	-1.9	i	6.4%	-0.03	1353	7.4%	1.28	-0.306	0.818	-0.787	1.3	2.1	1.3
CCSC(=O)NC12CC3CC(CC(C3)C1)C2	-0.8	1084	-20.4%	i	-12.9	i	0.1%	-0.28	1847	-0.3%	-0.211	-0.265	0.104	1.12	1.3	1.1	10.0
C=CCN1C(c2ccccc2)=CS/C1=C(/C#N)c1nnc(N2CCOCC2)n1-c1ccccc1	0.2	901	-2.0%	i	-9.4	i	33.9%	0.04	1325	14.6%	-0.0676	-0.165	-0.464	-0.337	2.0	3.6	5.1
COc1ccccc1N1CCN(C(=O)Cc2c(C(=O)O)[nH]c3ccc(Cl)cc23)CC1	-1.0	1079	-26.8%	i	1.8	i	1.1%	-0.79	1286	21.6%	1.7	-0.341	1.04	-0.286	3.6	3.1	7.1
CCOc1ccccc1NC(=O)CN(C)S(=O)(=O)c1ccc(OC)c(C)c1	-0.9	1102	-5.9%	i	0.0	i	2.1%	1.31	1300	3.8%	0.0261	-0.11	0.388	-0.906	3.3	0.1	24.2
COCCCNC(=S)N1CCN(c2nc3ccccc3s2)CC1	0.3	1075	-40.3%	i	15.9	i	0.5%	0.36	1422	9.0%	3.11	-0.104	1.51	-1.1	3.7	1.9	8.6
CCOc1ccccc1NC(=O)Nc1ccc(Br)cn1	0.1	1472	7.8%	i	9.3	i	-4.2%	0.07	1455	20.9%	-0.304	-0.438	-0.703	1.08	3.5	1.6	8.2
CC(=O)c1c[nH]c2ccc(C)cc2c1=O	.	.	.	i	2.9	i	0.4%	-0.44	1203	-19.1%	-0.545	-0.227	0.229	0.54	2.9	1.8	6.3
CCOC(=O)c1nc(Nc2ccc(Nc3ccccc3)cc2)c2ccccc2n1	-0.8	611	8.8%	i	6.6	i	5.0%	.	.	9.3%	-0.997	-0.202	0.167	1.1	2.7	1.8	8.3
OCCC1CN(C2CSCCSC2)CCN1Cc1ccccc1 (stereo not given)	0.9	1069	-22.8%	i	19.2	i	0.1%	-0.3	1316	-3.8%	1.39	-0.243	0.587	-0.252	1.2	1.1	4.3
CC(C)c1ccc(/C=N/NC(=O)c2nnn(-c3nonc3N)c2CSC2=NCCS2)cc1	-1.6	513	74.2%	i	-8.3	i	7.5%	-0.18	1365	-31.9%	-0.855	-0.189	-0.853	0.707	2.7	3.7	4.2
O=C1N/C(=N\S(=O)(=O)Cc2ccccc2)S/C1=C/c1cc([N+](=O)[O-])ccc1O	-0.4	1133	-5.3%	.	.	i	66.2%	0.33	1495	4.0%	-0.394	-0.25	-0.232	0.192	.	.	.
CC1(C)CC=C(NNC(=O)c2cccnc2)C(=O)C1	2.0	1071	-37.6%	i	-11.2	i	14.2%	-0.54	1176	10.7%	0.668	-0.331	0.507	-0.0687	2.5	3.2	11.2
CCCC(=O)Nc1ccc(Br)c(Cl)c1	0.0	1016	-2.4%	i	1.8	i	-2.8%	-0.05	810	-1.3%	-0.272	0.0474	0.172	-0.146	2.3	1.7	3.7
CCOc1ccc(C(=O)N(c2ccccn2)C2CCCCC2)cc1	-0.9	1087	-16.0%	i	7.8	i	-1.5%	-0.31	1273	9.5%	0.318	-0.249	0.674	-0.158	3.6	2.1	10.5
C1=C(C(c2nnnn2C2CCCCC2)N2CCCCC2)COc2ccccc21 (stereo not given)	-5.3	896	-4.5%	i	57.6	i	2.8%	0.14	1170	0.1%	-0.14	-0.171	0.171	-0.051	2.4	2.0	8.8
CCN1/C(=C(\O)c2ccccc2)C(=O)c2ccccc2S1(=O)=O	0.4	872	-5.1%	i	-26.7	i	5.5%	1.07	1121	23.4%	0.552	-0.191	0.513	-0.649	2.5	1.4	15.0
Cc1c(NC(=O)C(C)N2C(=O)C3C4C=CC(C4)C3C2=O)c(=O)n(-c2ccccc2)n1C (stereo not given)	.	.	-9.6%	i	8.2	i	5.5%	0.71	886	-5.8%	-0.576	-0.259	-0.175	0.523	4.9	3.1	4.2
COC(=O)C1=C(C)N(CC(C)C)C(=O)/C1=C\c1cccs1	.	.	-5.8%	i	-7.1	i	-0.2%	.	.	0.8%	-0.905	-0.128	-0.315	0.583	0.6	0.8	8.0
O=C1C2C3C=CC(O3)C2C(=O)N1CC(O)c1ccccc1 (stereo not given)	-1.8	1128	-15.9%	i	-1.7	i	9.2%	-0.4	1269	2.1%	-0.958	-0.213	-0.504	-0.209	2.5	1.6	4.1
COc1cc(C(NC(C)=O)NC(C)=O)ccc1OCc1ccccc1	0.5	1129	-29.1%	i	16.2	i	-0.6%	-0.73	1405	14.5%	3.17	-0.19	1.55	-1.33	1.0	1.9	7.7
COCCCNC(=O)C(Cc1ccccc1)NS(=O)(=O)c1ccc2c(c1)c(=O)n(C)c(=O)n2C (stereo not given)	.	.	-3.2%	i	2.0	i	0.3%	.	.	2.0%	0.109	-0.184	0.33	0.162	4.5	1.4	6.1
COC1=CC(=O)CC(C)C12Oc1cc(OC)cc(OC)c1C2=O (stereo not given)	1.3	1011	6.2%	.	.	i	15.4%	0.48	987	10.2%	0.77	-0.744	1.06	-0.997	.	.	.
CCC(C)(C)n1nnnc1C(c1cc2ccc(OC)cc2[nH]c1=O)N1CCc2ccccc2C1 (stereo not given)	.	.	9.8%	i	2.4	i	12.1%	-0.69	1224	-37.9%	-0.912	-0.319	-0.355	0.0326	16.6	4.1	18.3
COC(=O)c1ccc(NS(=O)(=O)c2ccc(Cl)cc2)o1	0.0	1017	-23.0%	i	-0.1	i	37.3%	0.54	1231	2.7%	-0.418	-0.321	-0.195	0.208	1.6	3.1	1.8
COCCNCC(=O)NC12CC3CC(CC(C3)C1)C2	-0.3	1134	7.4%	i	-11.4	i	1.5%	0.17	942	6.4%	-0.85	0.0171	-0.25	-0.00486	3.7	3.4	9.0
CCCn1c(SCC(=O)NC2CCCCC2)nnc1-c1ccccn1	-1.6	1159	-18.2%	i	-2.2	i	-1.6%	-0.54	1370	22.2%	1.34	-0.324	0.383	-1.2	4.6	1.9	11.7
CCN(CC(=O)Nc1ccc2c(c1)CCC2)Cc1nc2ccccc2c(=O)[nH]1	0.0	1053	-13.5%	i	-2.1	i	46.8%	1.63	1643	-5.2%	-0.874	-0.232	-1.07	0.367	4.5	0.8	4.9
O=C(c1nn2c(C(F)(F)F)cc(-c3ccccc3)nc2c1Cl)N1CCOCC1	-2.6	1181	-30.8%	i	-40.2	i	-2.5%	0.17	1124	-0.2%	-1.22	-0.267	-0.315	0.435	2.3	1.8	9.6
CSc1nsc(SC)c1C(=O)NC(=O)Nc1cccnc1	3.2	979	13.0%	.	.	i	-1.9%	-0.47	1312	15.3%	0.0879	-0.199	0.0585	0.0392	.	.	.
O=C(NCc1ccc2c(c1)OCO2)c1ccccn1	-2.3	541	-17.5%	i	-3.4	i	7.1%	.	.	4.4%	-0.638	-0.267	-0.459	0.802	2.6	1.7	4.9
COC(=O)CSc1ncc(OC)c(OC)n1	.	.	7.6%	i	1.8	i	9.9%	.	.	21.3%	.	.	.	.	1.1	2.1	12.0
